MT1-MMP act inh – blockers of MT1-MMP proenzyme processing, primary screen, HT1080 RFP-PRO-GFP cells, GFP/RFP fluorescence | GFP/RFP ratio change, % at 20 µM | 360,000 tested, 0.061% active | Matrix metalloproteinase-14 (Homo sapiens), P50281 | AID 651647, 2012 | GFP/RFP ratio fluorescence, overnight; percent of plate control window, DMSO zero;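 active means GFP/RFP ratio change of at least 30% with cell ATP level not reduced by more than half and red fluorescence within 50% of control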; further: strong numbers were not always called active
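Assay system: HT1080 RFP-PRO-GFP cells | Dosing: 20 µM single dose, 1% DMSO | Incubation: Cells overnight before dosing, compound overnight, 37 °C, 5% CO2 | Evaluation: GFP/RFP fluorescence ratio | Control set: DMSO-only wells and HT1080 RFP-L50D-GFP cell wells as references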
CSN inh – inhibitors of CSN-mediated cullin deneddylation, primary screen, biochemical, fluorescence polarization, uHTS | COP9 signalosome complex subunit 5 (Homo sapiens), Q92905 | Purified CSN, SCF-Nedd8-OG deneddylation | inhibition, % at 12.5 µM | 360,000 tested, 0.38% active;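 active means pattern-corrected inhibition above about 35%, with an unprinted fluorescence ratio check between 0.5 and 1.5, limit read from the data, passing the limit was not always enough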;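 further: 0% = enzyme with substrate and 100% = substrate without enzyme; some results filed as inactive read as strong as hits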
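Material: human Csn5 produced in HEK293T cells; Input: enzyme 0.24 nM; Reagent: SCFSkp2-Nedd8OG substrate at 10 nM final; Dosing: 12.5 µM compound; Incubation: 90 min reaction at room temperature; Detection: fluorescence polarization of the substrate; Evaluation: % inhibition of substrate cleavage by Csn5; Control set: substrate-only high control, full reaction low control.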
Rin1-Abl PPI inh – inhibitors of Rin1-Abl protein binding, primary screen, biochemical, TR-FRET. Tyrosine-protein kinase ABL1 (Homo sapiens) + Ras and Rab interactor 1 (Homo sapiens), …. 360,000 tested, 0.4% active. inhibition, % at 7.35 µM; in the data active means inhibition above about 5%, passing the limit was not always enough
Target sequence (P00519 whole entry, looked up): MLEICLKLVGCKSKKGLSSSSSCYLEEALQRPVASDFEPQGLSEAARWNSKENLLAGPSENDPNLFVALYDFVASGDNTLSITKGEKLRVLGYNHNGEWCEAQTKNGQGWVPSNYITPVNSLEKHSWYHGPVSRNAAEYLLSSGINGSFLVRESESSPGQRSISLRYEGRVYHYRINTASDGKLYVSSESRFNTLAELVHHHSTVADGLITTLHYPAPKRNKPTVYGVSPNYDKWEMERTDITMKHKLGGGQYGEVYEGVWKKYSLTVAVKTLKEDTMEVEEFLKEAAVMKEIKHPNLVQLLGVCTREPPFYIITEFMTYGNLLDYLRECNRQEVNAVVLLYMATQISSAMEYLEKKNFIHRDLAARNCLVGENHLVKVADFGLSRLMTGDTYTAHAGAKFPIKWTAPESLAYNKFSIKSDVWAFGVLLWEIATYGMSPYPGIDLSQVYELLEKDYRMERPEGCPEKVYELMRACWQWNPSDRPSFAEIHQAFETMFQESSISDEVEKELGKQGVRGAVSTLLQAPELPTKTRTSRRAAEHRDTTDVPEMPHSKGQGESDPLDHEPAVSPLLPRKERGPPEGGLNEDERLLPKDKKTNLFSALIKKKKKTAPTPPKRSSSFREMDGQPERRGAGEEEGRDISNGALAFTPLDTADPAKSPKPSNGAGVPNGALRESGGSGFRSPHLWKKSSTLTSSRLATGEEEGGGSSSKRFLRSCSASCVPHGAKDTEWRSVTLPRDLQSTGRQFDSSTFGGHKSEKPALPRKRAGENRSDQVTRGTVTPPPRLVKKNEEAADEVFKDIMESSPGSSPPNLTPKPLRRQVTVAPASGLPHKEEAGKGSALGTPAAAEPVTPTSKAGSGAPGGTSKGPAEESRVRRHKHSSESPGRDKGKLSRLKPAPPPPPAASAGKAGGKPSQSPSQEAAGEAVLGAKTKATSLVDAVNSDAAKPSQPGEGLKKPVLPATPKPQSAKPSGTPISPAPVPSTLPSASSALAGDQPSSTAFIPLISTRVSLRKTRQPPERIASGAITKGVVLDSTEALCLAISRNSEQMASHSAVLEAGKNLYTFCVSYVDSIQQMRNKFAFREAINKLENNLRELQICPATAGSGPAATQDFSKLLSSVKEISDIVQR
Target sequence (Q13671 whole entry, looked up): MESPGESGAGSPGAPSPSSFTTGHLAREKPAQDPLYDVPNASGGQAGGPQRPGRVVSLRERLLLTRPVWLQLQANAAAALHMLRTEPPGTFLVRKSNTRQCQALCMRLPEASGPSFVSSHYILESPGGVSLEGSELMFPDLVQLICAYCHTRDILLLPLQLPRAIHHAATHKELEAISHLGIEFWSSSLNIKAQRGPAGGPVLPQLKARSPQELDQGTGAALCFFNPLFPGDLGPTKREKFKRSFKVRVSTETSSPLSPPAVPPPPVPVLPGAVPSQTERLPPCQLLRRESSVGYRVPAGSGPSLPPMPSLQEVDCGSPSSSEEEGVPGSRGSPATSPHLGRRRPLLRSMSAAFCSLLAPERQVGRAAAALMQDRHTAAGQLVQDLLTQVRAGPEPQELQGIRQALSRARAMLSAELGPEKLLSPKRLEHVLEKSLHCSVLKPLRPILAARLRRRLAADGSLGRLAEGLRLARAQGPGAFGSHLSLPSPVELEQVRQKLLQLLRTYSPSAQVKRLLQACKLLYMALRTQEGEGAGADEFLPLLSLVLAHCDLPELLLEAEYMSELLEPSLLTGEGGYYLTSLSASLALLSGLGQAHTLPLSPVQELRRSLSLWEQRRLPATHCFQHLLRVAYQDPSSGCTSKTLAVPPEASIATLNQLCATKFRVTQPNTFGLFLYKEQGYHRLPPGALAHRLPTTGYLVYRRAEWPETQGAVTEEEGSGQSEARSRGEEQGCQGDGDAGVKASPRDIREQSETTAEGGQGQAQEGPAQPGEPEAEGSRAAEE
MLLE-PAM2 inh – inhibitors of PABP1 MLLE–PAM2 peptide binding, primary screen, biochemical, fluorescence polarization, FITC-PAM2, GST-MLLE. Polyadenylate-binding protein 1 (Homo sapiens), P11940. inhibition, % at 20 µM. 360,000 tested, 0.36% active. AID 588489, 2011; in the data active means inhibition above about 35%, passing the limit was not always enough;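 further: plate controls were DMSO wells with GST-MLLE for no effect and wells lacking GST-MLLE protein for full effect; some results filed as inactive read as strong as hits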
E coli Lon inh – inhibitors of E. coli Lon protease, primary screen, biochemical, fluorescence polarization. P0A9M0. purified E. coli Lon protease. inhibition, % at 7.94 µM. 360,000 tested, 0.42% active; in the data active means inhibition above about 13%, passing the limit was not always enough;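 further: 0% = enzyme with probe and DMSO and 100% = no enzyme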
MsrA inhibitor – bovine MsrA enzyme inhibitors, primary screen, biochemical, absorbance, HTS. Methionine sulfoxide reductase A (Bos taurus). purified bovine MsrA, absorbance read-out. inhibition, % at 15.5 µM. 360,000 tested, 0.75% active; in the data active means inhibition above about 4.5%;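 further: 0% = vehicle wells with enzyme and 100% = reference inhibitor wells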
Rpn11 inh – Rpn11 (PSMD14) deubiquitinase inhibitors, primary screen, biochemical, fluorescence polarization, uHTS | AID 588493, 2011 | 360,000 tested, 0.59% active | human 26S proteasome, Ub4-pepOG fluorescence polarization; 20S core pre-blocked with epoxomicin | calls only at 20 µM;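 active means inhibition at 20 µM, scaled to each plate's controls, above about 33%, limit read from the data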
FAS TE block – FAS thioesterase domain inhibitors, primary screen, biochemical, fluorescence intensity, uHTS; inhibition, % at 15 µM; 360,000 tested, 0.67% active; recombinant FAS-TE, OMFH fluorogenic substrate, fluorescence endpoint; Fatty acid synthase (Homo sapiens), P49327;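 active means compounds whose normalised, plate-corrected inhibition of enzyme fluorescence in the single-dose primary screen is 50% or more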;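 further: 0% = DMSO with enzyme and 100% = substrate without enzyme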
MsrA act – bovine MsrA enzyme activators, primary screen, biochemical, absorbance, HTS; Methionine sulfoxide reductase A (Bos taurus); purified bovine MsrA, absorbance read-out; activation, % at 10.6 µM; 360,000 tested, 0.3% active; in the data active means activation above about 7.5%;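 further: 0% = vehicle and 100% = reference activator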
Active calls of the source: *; i = inactive; . = no result given; + = active, no number. Not a hit list; about 3.7% have a hit in one of these screens.

SMILES | MT1-MMP act inh | CSN inh | Rin1-Abl PPI inh | MLLE-PAM2 inh | E coli Lon inh | MsrA inhibitor | Rpn11 inh | FAS TE block | MsrA act
CCCOc1ccc(C(C)=O)cc1CN1CCOCC1 | 5 | -8 | -3 | 16 | 3 | -0.4 | i | -8 | 1
COCCCNC(=S)N/N=C/c1cccc(OC)c1O | 5 | 3 | -2 | 15 | 6 | -0.1 | i | -4 | -2
CN(C)S(=O)(=O)c1ccc(N2CCCC2)c(C(=O)NC(c2ccccc2)c2ccccc2)c1 | -3 | -6 | 3 | -48 | -1 | 0.5 | i | 31 | 1
Cc1ccc(C)c(NC(=S)NNC(=O)c2csc(C)c2C)c1 | 5 | -1 | 0 | 19 | -1 | -0.1 | i | -10 | -2
O=C(Oc1ccc(Cl)c2cccnc12)c1cccc([N+](=O)[O-])c1 | 4 | -2 | -1 | 0 | -5 | 0.3 | i | 37 | -2
CC(C)Nc1nc(SCC(=O)Nc2ccccc2)nc(N2CCOCC2)n1 | 2 | 0 | 2 | -77 | -9 | 0.1 | i | 3 | -3
CCc1c(C(=O)OCc2ccccc2)[nH]c(C)c1C | 0 | 6 | -1 | -6 | 4 | 0.4 | i | 18 | -5
CN(C)c1ccc(S(=O)(=O)N2CCCCC2)cc1NC(=O)CN1C(=O)NC(C)(c2ccccc2)C1=O (stereo not given) | 1 | 5 | 1 | 1 | -10 | -0.7 | i | 4 | -2
CCOC(=O)c1cc(NC(=O)c2ccccc2)c(=O)oc1-c1ccccc1 | -4 | -2 | -1 | 12 | 3 | 0.4 | i | 18 | -12
COc1ccc(C(CCN2CCCC2)c2c(O)cc(OC)cc2OC)cc1 (stereo not given) | 3 | -1 | 2 | 10 | -15 | 0.1 | i | -10 | -2
Cc1cccc(C(=O)NC(C)C(=O)NC(c2nc3ccccc3[nH]2)C(C)C)c1 (stereo not given) | 1 | 2 | 3 | -22 | -3 | 0.7 | i | -5 | -2
O=C(/C=C/c1cn(-c2ccccc2)nc1-c1cccnc1)N1CCCC1 | 1 | 4 | 1 | 0 | -6 | 1.2 | i | -1 | -2
OC(c1ccc(Cl)c(Cl)c1)c1ncc(-c2ccc(Cl)cc2)[nH]1 (stereo not given) | 9 | 3 | 5 | 5 | -1 | -0.4 | i | 35 | -2
COc1ccccc1CC(=O)N1CCCC1 | 4 | 4 | -1 | -41 | -1 | -0.2 | i | -9 | -1
O=C(COC(=O)c1ccc([N+](=O)[O-])cc1)Nc1ccccc1C(=O)NC1CC1 | 2 | -5 | 5 | 13 | 3 | 0.5 | i | -10 | -4
c1ccc(-c2noc(CSc3nnnn3-c3ccccc3)n2)cc1 | -1 | -3 | 3 | -42 | -9 | -0.9 | i | 7 | -2
CN(CC(=O)Nc1ccc(OC(F)F)cc1)S(=O)(=O)/C=C/c1ccccc1 | 0 | -7 | 1 | -5 | -1 | 1.2 | i | 20 | -1
CC1CCN(c2nnc(N)s2)CC1 | 13 | 6 | 0 | -3 | -7 | 0.3 | i | -3 | -4
COC(=O)c1c(NC(=O)C(=O)NCCCN2CCOCC2)sc2c1CC(C)(C)OC2 | -29 | 0 | -4 | -6 | -7 | 0.5 | i | -5 | -8
Cc1cc2c(C)nc(Cc3ccccc3)nc2o1 | -2 | -4 | -2 | -8 | 0 | -1.4 | i | -3 | -2
CCC(=O)c1ccc(OCCn2cncn2)cc1 | 4 | -2 | 1 | 3 | -4 | -1.4 | i | -9 | -6
N#CCC(=O)NN=C1CCCCCCCCCCC1 | . | 1 | 3 | 5 | 2 | -0.8 | i | 2 | -10
CC(=O)n1cc(/C=N/NC(=O)c2ccc([N+](=O)[O-])cc2)c2ccccc21 | 5 | -1 | -1 | 3 | 2 | 3.5 | i | 21 | -7
C=CCn1c(=NC(=O)c2ccco2)sc2cc(C(=O)OCC)ccc21 | 2 | -5 | -4 | 2 | 3 | 0.8 | i | 1 | -3
O=C(Nc1ccccc1)OCCNC(=O)c1cccc(Br)c1 | 0 | 1 | 0 | 2 | -12 | 0.0 | i | 0 | -2
CC1CCN(C(=O)Cn2cc(SCC(=O)NCC3CCCO3)c3ccccc32)CC1 (stereo not given) | 1 | 1 | 1 | -8 | 9 | 1.0 | i | -3 | -7
O=C(Nc1ccc(Cl)cc1F)c1ccc(COc2c(F)c(F)c(F)c(F)c2F)o1 | -2 | 7 | 0 | -11 | -4 | 0.2 | i | 30 | 1
COC(=O)Sc1nc(N2CCOCC2)c2c(c1C#N)CC(C)(C)OC2 | -5 | -1 | -5 | 16 | 8 | 4.1 | i | -2 | -3
NC(=O)c1ccccc1NC(=O)c1ccc2c(c1)OCO2 | 4 | 2 | 0 | 1 | 1 | 1.1 | i | -8 | -3
O=C(c1c(F)cccc1Cl)N1CCN(c2ccccn2)CC1 | -2 | 2 | -3 | -4 | -9 | 1.1 | i | -3 | 0
O=C(C(=O)N1CCc2ccccc2C1)c1cn(CC(=O)N2CCOCC2)c2ccccc12 | 0 | 2 | 0 | 0 | -1 | 1.8 | i | -10 | -3
COc1ccccc1/C=C/C(=O)c1ccc(Cl)cc1 | -7 | 6 | 2 | -7 | -10 | 1.2 | i | 2 | -3
O=C(NCCCN1CCOCC1)c1ccc(N2CCCC2)c([N+](=O)[O-])c1 | 3 | 1 | -2 | -3 | -4 | -0.2 | i | 0 | -5
O=C(NC1=NCCS1)c1ccc(Br)s1 | -1 | 4 | -1 | 10 | -3 | 1.5 | i | -14 | -2
N#Cc1c(-c2ccco2)cc(C2CC2)nc1N | -10 | 17 | -2 | -26 | 0 | 1.0 | + | 0 | -5
COc1ccc(C(C)=O)cc1COC(=O)C1CCN(C(=O)c2ccc(Cl)cc2)CC1 | 1 | 2 | 2 | 5 | -9 | 1.5 | i | 8 | 2
Nc1cc(-c2ccccc2)ccc1O | 6 | -2 | -1 | 24 | 0 | 0.2 | i | -7 | -2
O=[N+]([O-])c1cc(-c2nnc(N3CCOCC3)c3ccccc23)ccc1N1CCOCC1 | -5 | -3 | -6 | 13 | -3 | 2.0 | i | -10 | -5
Nc1ncnc2c1ncn2[C@@H]1O[C@H](CNC(=O)[C@@H](N)COCc2ccccc2)[C@@H](O)[C@H]1O | 0 | -4 | -1 | -4 | 10 | . | i | -7 | 3
CCOC(=O)N1CCc2c(sc3nc[nH]c(=O)c23)C1 | -1 | -1 | -3 | -21 | 3 | 1.0 | i | -9 | -7

Structures above printed as active in Rpn11 inh.
SMILES	MT1-MMP act inh	CSN inh	Rin1-Abl PPI inh	MLLE-PAM2 inh	E coli Lon inh	MsrA inhibitor	Rpn11 inh	MsrA act
N#Cc1c(-c2ccco2)cc(C2CC2)nc1N	-10	17	-2	-26	0	1.0	+	-5

2 compounds from above, limited to CSN inh:
SMILES | CSN inh
N#CCC(=O)NN=C1CCCCCCCCCCC1 | 1
CC(=O)n1cc(/C=N/NC(=O)c2ccc([N+](=O)[O-])cc2)c2ccccc21 | -1

Other records follow.
SMILES | MT1-MMP act inh | CSN inh | Rin1-Abl PPI inh | MLLE-PAM2 inh | E coli Lon inh | MsrA inhibitor | Rpn11 inh | FAS TE block | MsrA act
O=C(C1CCCO1)N1CCN(c2c3c(nc4cc(-c5ccc(F)cc5)nn24)CCC3)CC1 (stereo not given) | 5 | 6 | 3 | -1 | 1 | 0.1 | i | 1 | -2
C[C@@H]1CN([C@@H](C)CO)C(=O)CCCn2nncc2CO[C@H]1CN(C)C(=O)c1cc(-c2ccccc2)on1 | 2 | 2 | 0 | 7 | -3 | -1.0 | i | -9 | 1
NNC(=O)c1nc[nH]c1C(=O)Nc1ccccc1[N+](=O)[O-] | 4 | -10 | 3 | 6 | 2 | 0.0 | i | -3 | -8
Nc1[nH]c(C(=O)c2ccccc2)c(-c2ccc(Cl)cc2Cl)c1C(=O)NCCc1c[nH]c2ccccc12 | -1 | 2 | . | . | -4 | 1.5 | . | 10 | 0
COC(=O)c1sccc1NC(=O)CC1C(=O)NCCN1C(=O)c1ccccc1 (stereo not given) | -1 | -5 | -4 | 6 | 7 | -0.4 | i | -11 | -1
O=C(c1cc2c(s1)-c1ccccc1S(=O)(=O)C2)N1CCCC1 | 1 | 2 | -2 | 0 | -5 | 1.8 | i | 4 | -5
O=C(NCCc1csc(-c2ccc(Cl)cc2)n1)c1ccco1 | 0 | 5 | 1 | -13 | -4 | 0.6 | i | 2 | -4
COC(=O)N1CCCC(c2cc(C(=O)Nc3ccccc3Cl)no2)C1 (stereo not given) | -13 | 2 | -3 | 1 | 52* | 0.0 | i | 5 | -3
O=C(NCCc1ccc(Cl)cc1)c1cc(-c2ccncc2)nc2ccccc12 | 2 | 0 | -1 | -8 | 0 | 1.0 | i | 11 | -5
Cn1c(SCC(=O)NCc2ccccc2)nnc1C1CC1 | -4 | -2 | -2 | -10 | -3 | 0.7 | i | -10 | -10
CCC(C)Sc1nc(O)c(Cc2ccccc2)c(=O)[nH]1 (stereo not given) | 3 | -3 | -2 | -6 | -4 | -0.8 | i | -12 | 3
N#CN(Cc1ccccc1)Cc1ccccc1 | -3 | -4 | -4 | 3 | -7 | -0.8 | i | 4 | -4
O=C1CN(/N=C/c2ccc([N+](=O)[O-])o2)C(=O)N1 | -1 | 0 | -2 | 14 | -13 | 1.9 | i | -3 | -5
Cc1cc2nc(CSc3ccc(Cl)cc3)cc(=O)n2[nH]1 | 1 | -8 | 0 | 5 | 4 | 0.7 | i | 0 | -4
Cc1c(NC(=O)Nc2ccc3c(c2)OCO3)cccc1[N+](=O)[O-] | 4 | 7 | -2 | 2 | 7 | 0.7 | i | 0 | -8
CCOc1ccccc1NC(=O)CC1Nc2cc(C)c(C)cc2NC1=O (stereo not given) | 6 | 10 | 1 | -10 | 4 | 0.3 | i | -1 | -5
CCCc1c(C(=O)Nc2cc(C(C)(C)C)on2)cnn1-c1ccccc1 | 8 | -4 | -1 | -14 | -3 | -0.6 | i | 8 | -5
COCCN1C[C@@H](CO)O[C@@H](n2cnc3c(N(C)C)ncnc32)C1 | 1 | 2 | -1 | -2 | -12 | -0.2 | i | -5 | -9
Cc1n[nH]c(=O)c2c(NC(=O)CSc3nncs3)oc(C)c12 | 3 | 2 | 2 | 24 | -5 | 0.9 | i | -5 | 4
CCOCCCNC(=O)C1CCC(CNS(=O)(=O)c2ccc(Cl)cc2)CC1 (stereo not given) | 1 | -3 | -3 | 4 | 1 | 1.1 | i | -8 | 0
CC(=O)NNc1ncnc2c1cnn2-c1ccc(C)cc1 | 5 | -7 | 1 | -6 | -7 | -0.2 | i | 1 | -3
Clc1cc(Br)ccc1OCCOCCN1CCOCC1 | 0 | -1 | 0 | 14 | -6 | 1.7 | i | -11 | 2

Screening data (PubChem)
